Screening data from PubChem.
MC4R barr agon = MC4R agonists recruiting beta-arrestin, primary screen, cell-based, luminescence, agonist arm of biased-ligand search | Melanocortin receptor 4 (Homo sapiens), P32245 | U2OS MC4R beta-arrestin complementation; percent of melanotan II response, DMSO zero | activation, % at 8.9 µM | actives 0.98% (n = 360,000) | AID 540308, 2011;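 active means activation above a per-plate cutoff, the mean activation of sample wells on that plate plus 3 SD, cut at about 8% in these data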
Target sequence (P32245 whole entry, looked up): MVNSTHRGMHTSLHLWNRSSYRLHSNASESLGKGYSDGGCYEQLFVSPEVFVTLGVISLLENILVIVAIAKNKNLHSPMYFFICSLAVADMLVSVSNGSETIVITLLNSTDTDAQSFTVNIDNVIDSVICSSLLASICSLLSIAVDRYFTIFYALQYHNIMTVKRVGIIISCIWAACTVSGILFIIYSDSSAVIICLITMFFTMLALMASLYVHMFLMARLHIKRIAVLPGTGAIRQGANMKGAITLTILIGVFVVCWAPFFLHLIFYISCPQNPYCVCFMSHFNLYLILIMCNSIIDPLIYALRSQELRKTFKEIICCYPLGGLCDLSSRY
Granule exo inh = LAMP-1 surface exposure blockers, TALL-104 cells – cell-based, flow cytometry, MLPCN library, primary screen. TALL-104 LAMP-1 surface exposure; cells stimulated with thapsigargin and PMA. inhibition, % at 10 µM. actives 0.66% (n = 360,000);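 active means inhibition above about 55%, limit read from the data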
N-glyco inh = increase of ERlucT glycosylation luciferase signal, primary screen, N-linked glycosylation inhibitor project, D54 ERlucT cells, luminescence, set 2 | AID 588692, 2011 | D54 ERlucT glycosylation luciferase reporter, 24 h; percent of 100 nM tunicamycin response | reporter increase, % at 12.5 µM | actives 0.23% (n = 360,000);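 active means mean luciferase reporter signal, scaled so untreated is 0 and the glycosylation-blocking control 100, at or above a set limit in every replicate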;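 further: luciferase carries N-glycosylation sites so blocking glycosylation raises the light; 0% = median of neutral control wells and 100% = median of 100 nM tunicamycin wells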
CaV13 ICDI inh = Disruptors of the CACNA1D IQ motif to Ca2+-dependent inactivation inhibitor domain association, primary screening, Förster resonance energy transfer in intact living …; HEK cells, CFP/YFP FRET ICDI-IQ, plate reader, 10 min; percent FRET-ratio fall versus neutral wells; inhibition, % at 12.3 µM; actives 0.098% (n = 340,000); AID 743397;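 active means mean replicate inhibition of at least 30% and at least 1% of replicates passing that level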;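 further: 0% = median of the neutral control wells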
MC4R antag cAMP = MC4R antagonists of cAMP signaling, primary screen, cell-based, TR-FRET, antagonist arm of biased-ligand search | Melanocortin receptor 4 (Homo sapiens), P32245 | MC4R-expressing cells, MTII-stimulated cAMP, LANCE TR-FRET | inhibition, % at 6.5 µM | actives 0.48% (n = 360,000) | AID 540295, 2011;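 active means inhibition above its plate's cutoff, the mean of tested wells on that plate plus 3 SD, cut at about 29% in these data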;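 further: 0% = Melanotan II alone and 100% = Melanotan II plus saturating MCL0020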
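Material: U2OS-MC4R stable cell line | Reagent: Melanotan II challenge after compound preincubation | Doses: One concentration, 6.5 µM nominal | Incubation: 30-min compound preincubation, 1-h Melanotan II challenge, 1-h detection, room temperature | Signal: TR-FRET cAMP assay | Replicates: One well per compound, no replicates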
ABCB6 inh MLPCN = ABCB6 transporter inhibitors, primary screen, K562-ABCB6 cells, flow cytometry, MLPCN library | actives 0.19% (n = 360,000) | ATP-binding cassette sub-family B member 6 (Homo sapiens), Q9NP58 | fluorescence ratio to DMSO, % at 10 µM | AID 602162, 2011 | K562-ABCB6 porphyrin accumulation, 1 h; stronger effect = lower value;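 active means fluorescence ratio to DMSO below 75%, the collection mean minus 3 SD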;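 further: signal is porphyrin accumulated inside mitochondria; 100% equals median channel fluorescence of DMSO control wells; lower ratio means ABCB6 inhibition with less porphyrin fluorescence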
ABHD5 PLIN5 PPI = ABHD5-PLIN5 interaction inhibitors, primary screen, cell lysate, split luciferase complementation, luminescence; Perilipin-5 (Homo sapiens) + 1-acylglycerol-3-phosphate O-acyltransferase ABHD5 (Homo …; Split G. princeps luciferase complementation, 4 h; inhibition, % at 4 µM; actives 0.78% (n = 360,000); AID 602281, 2012;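 active means inhibition above the mean inhibition across every tested compound plus 3 SD, cut at about 22% in these data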;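 further: 0% = DMSO only wells and the 100% control is not disclosed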
m5-HT2A agonist = mouse Htr2a agonists via beta-arrestin recruitment, primary screen, cell-based, luminescence. CHO-K1 mHTR2A beta-arrestin complementation; percent of 30 µM serotonin response. actives 0.66% (n = 360,000). activation, % at 7.6 µM. 5-hydroxytryptamine receptor 2A (Mus musculus), P35363;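 active means activation above a run cutoff, the mean activation of all tested compounds plus 3 SD, cut at about 14% in these data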;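 further: 0% = plate median of compound wells and 100% = 30 µM serotonin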
Target sequence (P35363 whole entry, looked up): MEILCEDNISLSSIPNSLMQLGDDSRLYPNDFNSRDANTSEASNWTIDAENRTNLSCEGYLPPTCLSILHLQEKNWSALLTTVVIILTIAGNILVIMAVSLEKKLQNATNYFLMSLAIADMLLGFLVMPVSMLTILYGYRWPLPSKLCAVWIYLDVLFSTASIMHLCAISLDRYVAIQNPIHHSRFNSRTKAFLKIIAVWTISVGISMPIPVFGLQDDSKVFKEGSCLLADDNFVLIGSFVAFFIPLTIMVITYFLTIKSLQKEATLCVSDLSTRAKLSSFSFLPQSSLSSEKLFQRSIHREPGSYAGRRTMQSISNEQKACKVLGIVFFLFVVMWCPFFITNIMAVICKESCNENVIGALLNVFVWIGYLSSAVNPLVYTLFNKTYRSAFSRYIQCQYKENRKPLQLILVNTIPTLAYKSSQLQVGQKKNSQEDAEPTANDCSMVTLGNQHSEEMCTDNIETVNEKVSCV
H9c2 protect = cardioprotection against H2O2-induced cell death, primary screen, uHTS, H9c2 cells, ATPLite luminescence; protection from H2O2 cell death, % at 20 µM; actives 0.63% (n = 360,000); H9c2 cardiomyocytes, H2O2 injury protection, 2 h;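 active means compounds giving at least 50% protection of heart cells from peroxide-induced death in the single-dose screen, raw or plate-pattern-corrected value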;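 further: 0% = DMSO wells with peroxide and 100% = DMSO wells without peroxide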
PDI inh = inhibitors of human PDI, primary screen, biochemical, turbidity, single point, plate reader. Protein disulfide-isomerase (Homo sapiens), P07237. PDI insulin aggregation turbidity, A650, 90 min. inhibition, % at 10 µM. actives 0.052% (n = 350,000);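 active means mean inhibition across replicates of 30% or more, whatever share of single replicates reach that level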;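 further: absorbance from insulin aggregation driven by PDI reduction with DTT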
An asterisk follows results filed as active.

`CC1CCc2nn(CC(=O)NCCCN3CCCC3=O)cc2C1` (centres undefined) gave MC4R barr agon 0.5, Granule exo inh 0, N-glyco inh 2, CaV13 ICDI inh -9, MC4R antag cAMP 5, ABCB6 inh MLPCN 108, ABHD5 PLIN5 PPI -3, m5-HT2A agonist 1 and H9c2 protect 12.
For CCOC(=O)C1(Cc2ccccc2)CCCN(Cc2ccccn2)C1 (centres undefined) the results were MC4R barr agon -3.5, Granule exo inh 43, N-glyco inh 1, CaV13 ICDI inh 0, MC4R antag cAMP 4, ABCB6 inh MLPCN 112, ABHD5 PLIN5 PPI 0, m5-HT2A agonist 0, H9c2 protect -2 and PDI inh -1.
For COc1ccc(-c2csc(NC(=O)c3ccccc3NS(=O)(=O)c3ccc(F)c(F)c3)n2)cc1 the results were MC4R barr agon 15*, Granule exo inh 28, N-glyco inh -15, CaV13 ICDI inh -2, MC4R antag cAMP 19, ABCB6 inh MLPCN 94, ABHD5 PLIN5 PPI -12, m5-HT2A agonist 18*, H9c2 protect -14 and PDI inh 9.
Screening COC(=O)[C@]1(Cc2ccccc2)N[C@H](CN(C)C(=O)Nc2ccc(OC)cc2)[C@@H]2C(=O)N(C)C(=O)[C@@H]21 returned MC4R barr agon -1.6, Granule exo inh 9, N-glyco inh 3, CaV13 ICDI inh -5, MC4R antag cAMP 5, ABCB6 inh MLPCN 102, ABHD5 PLIN5 PPI -4, m5-HT2A agonist 2, H9c2 protect -1 and PDI inh -7.
For COC(=O)c1ccc(CNC(=O)c2ccc(COc3ccccc3)cc2)cc1 the results were MC4R barr agon 2.3, Granule exo inh -2, N-glyco inh 0, CaV13 ICDI inh -2, MC4R antag cAMP 3, ABCB6 inh MLPCN 97, ABHD5 PLIN5 PPI 2, m5-HT2A agonist -8, H9c2 protect 0 and PDI inh -6.
For COc1ccc2[nH]c3c(=S)nc[nH]c3c2c1 the results were MC4R barr agon -1.7, Granule exo inh -3, N-glyco inh 5, CaV13 ICDI inh 10, MC4R antag cAMP 38*, ABCB6 inh MLPCN 110, ABHD5 PLIN5 PPI -4, m5-HT2A agonist 1, H9c2 protect 0 and PDI inh 8.
For CCC(C)[C@H](NC(=O)NCc1cccc(OC)c1)C(=O)O (some centres undefined) the results were MC4R barr agon -0.8, Granule exo inh -2, N-glyco inh 1, CaV13 ICDI inh -9, MC4R antag cAMP -5, ABCB6 inh MLPCN 96, ABHD5 PLIN5 PPI -3, m5-HT2A agonist 1, H9c2 protect -3 and PDI inh 4.
For Cc1ccc(C(=O)NC(=S)Nc2ccc(CN3CCCCC3)cc2)c(C)c1 the results were MC4R barr agon -2.4, Granule exo inh -2, N-glyco inh -3, CaV13 ICDI inh -5, MC4R antag cAMP -3, ABCB6 inh MLPCN 96, ABHD5 PLIN5 PPI 4, m5-HT2A agonist -7, H9c2 protect -8 and PDI inh 0.
`Cn1nccc1C(=O)N1CCCC(N2CCN(c3cccc(C(F)(F)F)c3)CC2)C1` (centres undefined) gave MC4R barr agon -0.1, Granule exo inh -2, N-glyco inh -1, CaV13 ICDI inh -6, MC4R antag cAMP 14, ABCB6 inh MLPCN 100, ABHD5 PLIN5 PPI -3, m5-HT2A agonist -4, H9c2 protect -5 and PDI inh -3.
O=C(CCNc1ccccc1)c1ccc2c(c1)OCO2 was read as MC4R barr agon -1.4, Granule exo inh -1, N-glyco inh -4, CaV13 ICDI inh -5, MC4R antag cAMP 9, ABCB6 inh MLPCN 97, ABHD5 PLIN5 PPI 3, m5-HT2A agonist -7, H9c2 protect -5 and PDI inh -6.
`Cc1cc(-c2ccc(C)c(S(=O)(=O)NCc3cccc(Br)c3)c2)on1` gave MC4R barr agon -2.2, Granule exo inh 9, N-glyco inh -5, CaV13 ICDI inh -4, MC4R antag cAMP -2, ABCB6 inh MLPCN 95, ABHD5 PLIN5 PPI 4, m5-HT2A agonist -1, H9c2 protect -4 and PDI inh 9.
CNC(=S)Nc1ccc([N+](=O)[O-])cc1 was read as MC4R barr agon -2.0, Granule exo inh 1, N-glyco inh 1, CaV13 ICDI inh 2, MC4R antag cAMP 4, ABCB6 inh MLPCN 99, ABHD5 PLIN5 PPI 0, m5-HT2A agonist 0, H9c2 protect -6 and PDI inh -1.
COc1ccc(-n2cnc3cc(C(=O)NCCN4CCOCC4)ccc32)cc1 was read as MC4R barr agon -2.2, Granule exo inh -9, N-glyco inh 0, CaV13 ICDI inh -3, MC4R antag cAMP 2, ABCB6 inh MLPCN 93, ABHD5 PLIN5 PPI 7, m5-HT2A agonist -3, H9c2 protect 3 and PDI inh -2.
`NNC(=O)CN1C(c2ccccc2Br)=Nc2ccc(Br)cc2C1c1ccccc1` (centres undefined) gave MC4R barr agon 1.0, Granule exo inh 13, N-glyco inh -3, CaV13 ICDI inh -8, MC4R antag cAMP 12, ABCB6 inh MLPCN 93, ABHD5 PLIN5 PPI 0, m5-HT2A agonist -3, H9c2 protect 14 and PDI inh 6.
`Cc1c(NC(=O)C2CCCCN2S(=O)(=O)c2ccc(Cl)cc2)c(=O)n(-c2ccccc2)n1C` (centres undefined) gave MC4R barr agon -0.4, Granule exo inh 1, N-glyco inh 1, CaV13 ICDI inh -6, MC4R antag cAMP 3, ABCB6 inh MLPCN 95, ABHD5 PLIN5 PPI -1, m5-HT2A agonist 3, H9c2 protect 9 and PDI inh 1.
Screening COc1cccc(OC)c1C(=O)Nn1c(-c2cccc(C)c2)nc2ccccc2c1=O returned MC4R barr agon -0.8, Granule exo inh -1, N-glyco inh -1, CaV13 ICDI inh 5, MC4R antag cAMP 3, ABCB6 inh MLPCN 93, ABHD5 PLIN5 PPI 0, m5-HT2A agonist 1, H9c2 protect 0 and PDI inh 3.
For CC(=O)Oc1ccc(C(=O)Nc2ccccc2C(=O)NCC(C)C)cc1 the results were MC4R barr agon -1.8, Granule exo inh 3, N-glyco inh -1, CaV13 ICDI inh -5, MC4R antag cAMP 0, ABCB6 inh MLPCN 99, ABHD5 PLIN5 PPI 2, m5-HT2A agonist -5, H9c2 protect 0 and PDI inh 9.
Screening Cn1c(SCc2nc3ccccc3c(=O)[nH]2)nnc1-c1ccco1 returned MC4R barr agon 0.1, Granule exo inh 0, N-glyco inh 0, CaV13 ICDI inh -3, MC4R antag cAMP 2, ABCB6 inh MLPCN 100, ABHD5 PLIN5 PPI -2, m5-HT2A agonist 1, H9c2 protect 5 and PDI inh -3.
Screening O=C(Nn1c(-c2ccc(Br)cc2)nc2ccccc2c1=O)c1cccnc1 returned MC4R barr agon -3.5, Granule exo inh 2, N-glyco inh 0, CaV13 ICDI inh -1, MC4R antag cAMP -3, ABCB6 inh MLPCN 103, ABHD5 PLIN5 PPI 0, m5-HT2A agonist 0, H9c2 protect -2 and PDI inh -2.
CC1CC(C)CN(S(=O)(=O)c2ccc(F)c(C(=O)Nc3ccc(Cl)cc3F)c2)C1 (centres undefined) was read as MC4R barr agon 0.5, Granule exo inh 4, N-glyco inh 1, CaV13 ICDI inh -8, MC4R antag cAMP -5, ABCB6 inh MLPCN 97, ABHD5 PLIN5 PPI 2, m5-HT2A agonist 1, H9c2 protect -10 and PDI inh -2.
`CCOc1ccc(C(O)C(CN2CCOCC2)c2ccccc2)cc1` (centres undefined) gave MC4R barr agon 0.0, Granule exo inh 0, N-glyco inh 2, CaV13 ICDI inh -5, MC4R antag cAMP 3, ABCB6 inh MLPCN 96, ABHD5 PLIN5 PPI -2, m5-HT2A agonist -3, H9c2 protect 2 and PDI inh -1.
For CN(Cc1ccccc1)C(NC(=O)c1ccccc1)C(Cl)(Cl)Cl (centres undefined) the results were MC4R barr agon 1.8, Granule exo inh 5, N-glyco inh 1, CaV13 ICDI inh -9, MC4R antag cAMP 15, ABCB6 inh MLPCN 102, ABHD5 PLIN5 PPI -5, m5-HT2A agonist 0, H9c2 protect -2 and PDI inh 3.
COc1cccc(CN(C)C(=O)c2ccc(S(=O)(=O)Nc3ccccc3F)cc2)c1OC was read as MC4R barr agon -1.1, Granule exo inh 1, N-glyco inh 2, CaV13 ICDI inh -1, MC4R antag cAMP 4, ABCB6 inh MLPCN 93, ABHD5 PLIN5 PPI 2, m5-HT2A agonist 3, H9c2 protect 1 and PDI inh -4.
`Cn1nccc1C(=O)Nc1ccc(OC(=O)c2ccnn2C)cc1` gave MC4R barr agon 2.9, Granule exo inh -2, N-glyco inh 2, CaV13 ICDI inh -4, MC4R antag cAMP 15, ABCB6 inh MLPCN 101, ABHD5 PLIN5 PPI -8, m5-HT2A agonist -2, H9c2 protect -5 and PDI inh -5.
`CC1(C2CC(C(F)(F)F)n3nc(C(=O)O)cc3N2)CC1` (centres undefined) gave MC4R barr agon -2.7, Granule exo inh -2, N-glyco inh -1, CaV13 ICDI inh 4, MC4R antag cAMP 3, ABCB6 inh MLPCN 96, ABHD5 PLIN5 PPI 2, m5-HT2A agonist -2, H9c2 protect 2 and PDI inh 2.
Screening Nn1c(SCC(=O)NC2CCS(=O)(=O)C2)nnc1-c1ccco1 (centres undefined) returned MC4R barr agon 1.0, Granule exo inh -1, N-glyco inh 1, CaV13 ICDI inh -5, MC4R antag cAMP 8, ABCB6 inh MLPCN 90, ABHD5 PLIN5 PPI -6, m5-HT2A agonist 2, H9c2 protect 5 and PDI inh -8.
Screening Cc1cccc(C(=O)OCC(=O)NCCCc2ccccc2)c1O returned MC4R barr agon 4.2, Granule exo inh -1, N-glyco inh 3, CaV13 ICDI inh -5, MC4R antag cAMP 12, ABCB6 inh MLPCN 18*, ABHD5 PLIN5 PPI 1, m5-HT2A agonist 4, H9c2 protect -4 and PDI inh 3.
`O=C(O)C1CC=CCC1C(=O)Nc1ccc(Oc2ccc(Cl)cc2)cc1` (centres undefined) gave MC4R barr agon 2.2, Granule exo inh 2, N-glyco inh 2, CaV13 ICDI inh -14, MC4R antag cAMP 5, ABCB6 inh MLPCN 104, ABHD5 PLIN5 PPI 6, m5-HT2A agonist 3, H9c2 protect 3 and PDI inh -4.
O=C(N/N=C\c1cn(-c2ccccc2)nc1-c1ccccc1)c1ccc2c(c1)OCO2 was read as MC4R barr agon -2.1, Granule exo inh -2, N-glyco inh 4, MC4R antag cAMP -2, ABCB6 inh MLPCN 95, ABHD5 PLIN5 PPI -4, m5-HT2A agonist -1, H9c2 protect 52* and PDI inh -1.

Rows are unselected; any-hit rate near 4.2%.
